Sm TGR inh: S. mansoni TGR enzyme inhibition | Potency, µM (doses to about 114 µM), without a hit: at the top dose activity change, negative = inhibition, actives largely listed as inhibitors | Q962Y6 | AID 485364 | purified TGR, DTNB reduction, TNB absorbance 405 nm | 3% of 360,000 active; note: potency is the fitted concentration of half-maximal effect; nearly all actives have a fitted effect of over 60% in size
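Kinetic colorimetric format: TGR-catalysed, NADPH-driven DTNB reduction monitored via TNB absorbance. Enzyme dispensed at 20 nM; compound exposure 15 min at room temperature before reaction start.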
TbPYK inhibitor: inhibitors of Trypanosoma brucei pyruvate kinase. TbPYK enzyme, Kinase-Glo Plus ATP luminescence, 45 min. Potency, µM (titrated, usually from 76.8 µM), for the others: top-dose activity, negative = inhibition, most hits filed as inhibitors. 0.12% of 410,000 active; note: potency is the fitted concentration of half-maximal effect; nearly all actives have a fitted effect of over 50% in size
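ADP (130 uM final) triggers the TbPYK reaction after compound addition; incubation is 45 min at room temperature. Kinase-Glo Plus is then added and luminescence imaged. Normalized data are fitted to concentration-effect curves.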
AMA1 RON2 block: AMA1-RON2 (P. falciparum) interaction inhibition | 0.2% of 360,000 active | AlphaScreen AMA1-biotinylated RON2 peptide binding | Potency, µM (top dose mostly 58.2 µM), for inactives: at the highest dose activity change, negative = inhibition, actives largely listed as inhibitors;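 note: potency is the fitted concentration of half-maximal effect; 0% = vehicle wells and -100% = peptide control; nearly all actives have a fitted effect of over 45% in size; some results filed as inactive show a strong effect at the top dose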
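AMA1 (3D7) with his tag at 25 nM final met compounds first, then biotinylated RON2 peptide at 25 nM; detection used donor plus acceptor beads, 10 µg/mL apiece, read by AlphaScreen after 30 min at room temperature.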
HCMV inh: blocks human cytomegalovirus replication | activity change, negative = inhibition, % at 57.5 µM | 4.5% of 410,000 active | HFF cells, HCMV-luciferase reporter, 72 h; hits give low values | AID 1259415; in the data active = activity change below about -60%; inconclusive = no clear call, values can overlap the other calls; inactive = above about -39%
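Screen run at 2 compound doses on HFFs infected with reporter HCMV, MOI 1 PFU/cell. Luciferase activity from cell lysates at 72 h post infection gave inhibition relative to buffer-only and Salinomycin wells.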
AmpC inh detg: inhibitors of E. coli AmpC beta-lactamase with detergent; AmpC hydrolysis of nitrocefin, absorbance 480 nm, 0.01% Triton; Potency, µM (titrated, usually from 114 µM), for inactives: at the highest dose activity change, negative = inhibition, actives largely listed as inhibitors; 0.041% of 370,000 active; AID 485294;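 note: potency is the fitted concentration of half-maximal effect; 0% = no-compound wells and -100% = no-enzyme wells; nearly all actives have a fitted effect of over 25% in size; some results filed as inactive show a strong effect at the top dose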
Target sequence (P00811 whole entry, looked up): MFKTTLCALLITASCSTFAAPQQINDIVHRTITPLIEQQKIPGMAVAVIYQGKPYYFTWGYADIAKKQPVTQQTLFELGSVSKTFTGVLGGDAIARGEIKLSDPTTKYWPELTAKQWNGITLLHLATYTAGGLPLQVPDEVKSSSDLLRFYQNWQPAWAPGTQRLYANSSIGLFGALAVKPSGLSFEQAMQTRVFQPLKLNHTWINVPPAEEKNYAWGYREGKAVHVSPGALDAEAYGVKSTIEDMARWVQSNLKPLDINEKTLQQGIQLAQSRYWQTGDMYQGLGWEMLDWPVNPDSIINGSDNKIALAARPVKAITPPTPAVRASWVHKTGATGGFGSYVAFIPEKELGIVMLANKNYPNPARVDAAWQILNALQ
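20 mM phosphate pH 7.0 + 0.01% (detergent screen) or 0.0001% Triton X-100; 5.3 nM AmpC reagent; cpd preinc 15 min RT; nitrocefin (800 uM stock) to start; A480 q20 s × 4 min; Activity was normalised to no-enzyme and no-compound control wells.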
LmPK inhibitor: LmPK (Leishmania mexicana) enzyme inhibition; Q27686; purified LmPK, Kinase-Glo ATP luminescence, 1 h; Potency, µM (highest dose often 57.5 µM), for inactives: at the top dose activity change, negative = inhibition, most hits filed as inhibitors; 0.37% of 290,000 active; AID 1721; note: potency is the fitted concentration of half-maximal effect
Target sequence (Q27686 whole entry, looked up): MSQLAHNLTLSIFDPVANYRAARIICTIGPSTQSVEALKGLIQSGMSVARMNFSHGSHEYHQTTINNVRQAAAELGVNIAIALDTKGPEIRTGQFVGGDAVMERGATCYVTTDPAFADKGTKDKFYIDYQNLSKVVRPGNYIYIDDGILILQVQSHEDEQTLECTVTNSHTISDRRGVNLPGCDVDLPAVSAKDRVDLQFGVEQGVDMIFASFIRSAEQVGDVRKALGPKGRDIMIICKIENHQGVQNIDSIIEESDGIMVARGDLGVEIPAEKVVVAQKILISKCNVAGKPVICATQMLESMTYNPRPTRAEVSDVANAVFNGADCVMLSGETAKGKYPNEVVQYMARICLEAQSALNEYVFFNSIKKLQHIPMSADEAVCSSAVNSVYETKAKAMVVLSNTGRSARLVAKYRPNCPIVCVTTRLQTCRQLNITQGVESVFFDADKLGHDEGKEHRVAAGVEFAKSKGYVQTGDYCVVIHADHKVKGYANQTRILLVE
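Purified LmPK (0.1 nM) with 0.5 mM PEP and 0.1 mM ADP in imidazole buffer pH 7.2 with MgCl2/KCl, 1 h at room temperature. ATP formed was read by luciferase luminescence and normalized to no-enzyme and uninhibited controls.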
AmpC no deterg: inhibitors of E. coli AmpC beta-lactamase without detergent. P00811. AmpC nitrocefin hydrolysis, absorbance 480 nm, 0.0001% Triton. Potency, µM (top dose mostly 57.1 µM), for the others: at the highest dose activity change, negative = inhibition, actives largely listed as inhibitors. 0.52% of 330,000 active;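 note: potency is the fitted concentration of half-maximal effect; plate controls were no compound for no effect and no enzyme for full effect; nearly all actives have a fitted effect of over 20% in size; some results filed as inactive show a strong effect at the top dose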
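20 mM phosphate pH 7.0 + 0.01% (detergent screen) or 0.0001% Triton X-100; 5.3 nM AmpC reagent; cpd preinc 15 min RT; nitrocefin (800 uM stock) to start; A480 q20 s × 4 min; Activity was normalised to no-enzyme and no-compound control wells.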
* marks the source's active call; other numbers are inactive results; ? = inconclusive; nt = no result given; [ ] = dose if it differs, or a comment. Unless noted, calls come from the whole dose curve; as a rule, active = well fitted curve in the direction sought with a large enough effect; inconclusive = small, poorly fitted or top-dose-only effect, or another doubt; inactive = no such curve, though single readings can be large; an effect the other way counts as inactive or inconclusive. Unless noted, % is set by controls: 0 for no effect and ±100 for the full control effect.

Order of results – Sm TGR inh | AMA1 RON2 block | LmPK inhibitor | AmpC inh detg | AmpC no deterg | TbPYK inhibitor | HCMV inh
> CN(C)S(=O)(=O)Oc1ccc(C(=O)Nc2cccc(Cl)c2)cc1
 : nt | 7% | -9% | -8% | -20% | 4% | -20
> COc1ccccc1-n1cc2c([N+](=O)[O-])cc([N+](=O)[O-])cc2n1
 : 1% | -1% | 0% | 5% | -15% | 12% | 116
> CCCOc1cccc(NC(=O)c2c(-c3ccccc3)noc2C)c1
 : -2% | -1% | 2% | 7% | -24% | -5% | -6
> Cc1cc(C)cc(NC(=O)Cn2nc(N3CCN(c4ccccc4)CC3)ccc2=O)c1
 : -8% | nt | nt | 2% | nt | 9% | -11
> CCOC(=O)c1ccc(N2C(=O)c3n[nH]c(-c4ccco4)c3C2c2ccc(O)c(OC)c2)cc1 (centres undefined)
 : ? | nt | nt | -6% | nt | 1% | -23
> COc1cc2[nH]c(-c3ccc(C)cc3)cc(=O)c2cc1OC
 : -1% | 24% | -2% | -17% | -12% | 1% | 39
> CC(C)COc1ccc(Cc2cnc(N)nc2N)cc1
 : -2% | -18% | -3% | -7% | -53% | 5% | -27
> C=CCn1c(SCC(N)=O)nc(C)cc1=O
 : 3% | 1% | 0% | -5% | -24% | 3% | -12
> Cc1cc(=O)[nH]c(NCc2ccccc2)n1
 : -1% | -15% | 0% | -10% | -8% | 3% | 0
> O=C(CSc1nc2c([nH]c3ccccc32)c(=O)n1-c1ccccc1)NCC1CCCO1 (centres undefined)
 : 0% | -4% | -4% | ? | -9% | 0% | -20
> COc1ccccc1N1C(=O)C(=O)N(C)C1=O
 : nt | -2% | nt | nt | nt | 0% | 10
> COc1ccc(CCNCc2c(C(=O)O)c(C)n(Cc3cccc(Cl)c3)c2C)c(OC)c1OC
 : 0% | nt | nt | 14% | nt | 0% | ?
> Cc1oc(-c2ccccc2F)nc1CS(=O)(=O)CC(=O)NCCN(C)C1CCCCC1
 : -8% | 0% | 5% | ? | 33% | 5% | -10
> Cc1nc(Oc2cccc(Cl)c2)c2oc3ccccc3c2n1
 : 10% | 22% | -1% | ? | 81%[activator] | -1% | -20
> CN(c1ccc(C(=O)Nc2ccc(CC#N)cc2)cc1)S(C)(=O)=O
 : 13% | 2% | 1%[11.5 µM] | 2% | -19% | -3% | -1
> O=C(c1ccc2c(c1)N(Cc1ccccc1)C(=O)c1ccccc1S2(=O)=O)N1CCN(Cc2ccccc2)CC1
 : -10% | nt | nt | -5% | nt | 6% | ?
> CCCC(O)(CCC)C(=O)NNc1ccc(C)cc1
 : 6% | 5% | 1% | 4% | -8% | 1% | 29
> CC1(c2ccc3noc(-c4ccc(F)cc4)c3c2)OCCO1
 : 7% | 2% | 4% | 0% | -16% | 4% | -40
> COc1ccc(C2/C=C\CN(S(=O)(=O)c3ccc4ccccc4c3)CC(=O)N2Cc2ccc(F)cc2)cc1 (centres undefined)
 : 9% | 5% | 4% | -2% | 0% | -7% | -31
> Cc1ccc(CNC(=O)CCN2C(=O)C(C)Oc3ccc(C)cc32)cc1 (centres undefined)
 : -7% | nt | nt | -9% | nt | -4% | -3

As a working copy, some entries already given.
Order of results – Sm TGR inh | AMA1 RON2 block | LmPK inhibitor | AmpC inh detg | AmpC no deterg | TbPYK inhibitor | HCMV inh
> COc1ccccc1-n1cc2c([N+](=O)[O-])cc([N+](=O)[O-])cc2n1
 : 1% | -1% | 0% | 5% | -15% | 12% | 116
> CCCOc1cccc(NC(=O)c2c(-c3ccccc3)noc2C)c1
 : -2% | -1% | 2% | 7% | -24% | -5% | -6
> Cc1cc(C)cc(NC(=O)Cn2nc(N3CCN(c4ccccc4)CC3)ccc2=O)c1
 : -8% | nt | nt | 2% | nt | 9% | -11
> CCOC(=O)c1ccc(N2C(=O)c3n[nH]c(-c4ccco4)c3C2c2ccc(O)c(OC)c2)cc1 (centres undefined)
 : ? | nt | nt | -6% | nt | 1% | -23
> COc1cc2[nH]c(-c3ccc(C)cc3)cc(=O)c2cc1OC
 : -1% | 24% | -2% | -17% | -12% | 1% | 39

Continued.
Order of results – Sm TGR inh | AMA1 RON2 block | LmPK inhibitor | AmpC inh detg | AmpC no deterg | TbPYK inhibitor | HCMV inh
> CC(C(=O)NCc1ccccc1Cl)n1cc([N+](=O)[O-])cn1 (centres undefined)
 : -22% | -5% | -1% | -7% | -8% | -1% | -22
> CCOC(=O)N1CCC(n2c(SCC(=O)NCc3ccccc3)nc3ccccc3c2=O)CC1
 : 2% | 0% | 5% | ? | -4% | -2% | -38
> CSc1nnc(-c2ccncc2)n1/N=C/c1cn(-c2ccccc2)nc1-c1ccc(Cl)cc1
 : -1% | -14% | 3% | 4% | 23% | -3% | 69
> CC(C)(C)C(=O)CSc1nc2ccsc2c(=O)n1Cc1ccccc1F
 : 12% | nt | nt | 3% | nt | 2% | ?
> O=C(COC(=O)c1cc[n+]([O-])cc1)NC(=O)c1ccc(OC(F)F)cc1
 : nt | -9% | nt | nt | -24% | 10% | 0
> COc1ccc(Cl)cc1S(=O)(=O)N1CCN=C1C
 : -8% | 0% | 0% | -4% | 21% | -1% | 3
> CCCCn1c(N)c(N(CCC(C)C)C(=O)C2CCCC2)c(=O)[nH]c1=O
 : -7% | 5% | nt | -8% | -10% | -6% | -22
> CC(=O)c1cccc(NC(=O)CCNS(=O)(=O)c2cccc3nsnc23)c1
 : 0% | -2% | 1% | 0% | nt | -13% | 11
> Cc1ccc2oc(=O)n(CCOc3ccccc3)c2c1
 : 14% | -25% | -4% | 5% | -20% | -16% | -5
> O=C(COC(=O)C1CCCCC1)NCCc1ccccc1
 : -4% | -21% | 0% | 2% | -8% | -4% | 3
> CCNC(=O)c1c(NC(=O)Cc2coc3cc(C)cc(C)c23)sc2c1CCCC2
 : 0% | nt | nt | 15% | nt | -3% | 17
> CCN1CCN(S(=O)(=O)c2cnc(Cl)c(Br)c2)CC1
 : -22% | 4% | 1% | -7% | -9% | 0% | -21
> COc1ccc(-c2nn(C)c3sc(C(=O)N4CCOCC4)cc23)cc1OC
 : -14% | -7% | -8% | -1% | 32% | 4% | 33
> COc1ccc(NS(=O)(=O)c2ccc(F)cc2F)cn1
 : -8% | -3% | -3% | -7% | -2% | 5% | -21
> C/C(=N\NC(=O)c1cc(C)oc1C)c1ccc(N2CCOCC2)cc1
 : 6% | 14% | 0% | ? | -8%[11.4 µM] | 1% | -1
> NC(=O)c1ncn([C@@H]2O[C@H](CNCc3cnc(N4CCOCC4)nc3)[C@@H](O)[C@H]2O)n1
 : nt | -6% | nt | nt | nt | -1% | -14
> CN(C)S(=O)(=O)c1ccc(NC(=O)CN2C(=O)NC(Cc3ccccc3)C2=O)cc1 (centres undefined)
 : -2% | -2% | nt | 5% | -36% | 1% | 39
> Cc1noc(C)c1COc1ccccc1C(=O)N(C)Cc1ccc(F)cc1
 : -16% | -5% | nt | -11% | 24% | -8% | -28
> Cc1c(CCC(=O)NCCc2ccccc2F)c(=O)oc2cc(O)ccc12
 : 14% | nt | nt | 5% | nt | -5% | -17
> COc1ccc(C)cc1S(=O)(=O)N1CCCC(C(=O)NCc2ccccn2)C1 (centres undefined)
 : 2% | -18% | -1% | -1% | 1% | -13% | 7

Continued; it opens with the 2 that closed the last part.
Order of results – Sm TGR inh | AMA1 RON2 block | LmPK inhibitor | AmpC inh detg | AmpC no deterg | TbPYK inhibitor | HCMV inh
> Cc1c(CCC(=O)NCCc2ccccc2F)c(=O)oc2cc(O)ccc12
 : 14% | nt | nt | 5% | nt | -5% | -17
> COc1ccc(C)cc1S(=O)(=O)N1CCCC(C(=O)NCc2ccccn2)C1 (centres undefined)
 : 2% | -18% | -1% | -1% | 1% | -13% | 7
> Cc1cccc(/C(N)=N/OC(=O)c2ccoc2C)c1
 : -11% | 2% | 0% | -1% | -19% | -33% | 87
> Cc1ccc(/C=N/NC(=O)c2cc(C)oc2C)o1
 : -16% | -5% | -11% | 3% | -4% | 6% | -39
> CN1C(=O)C(c2nnc(Nc3cccc4ccccc34)s2)C2CC1(C)Oc1ccccc12 (centres undefined)
 : -1% | -22% | 0% | -5% | -13% | 2% | -3
> COc1ccc(/C=N/NC(=O)CN(C)S(=O)(=O)c2ccc(NC(C)=O)cc2)cc1
 : 3% | 5% | 3% | 2% | -11% | 3% | ?
> Cc1ccc(C(c2sc3nc(-c4ccco4)nn3c2O)N2CCCC2)cc1 (centres undefined)
 : -2% | nt | nt | -2% | nt | -1% | 1
> NC(Cc1ccc(F)cc1)c1csc(Nc2cc(NCc3ccco3)ncn2)n1 (centres undefined)
 : nt | 39%[activator] | nt | nt | nt | 2% | -11
> O=C1C2CCCN2C(c2ccc(Cl)cc2)N1c1ccccn1 (centres undefined)
 : 3% | -15% | 4% | -8% | 2% | 4% | 8
> O=C(NCCc1ccccc1)C1CCC(Cn2c(=O)c3ccccc3n(Cc3cccnc3)c2=O)CC1 (centres undefined)
 : -7% | 3% | 2% | -7% | 49% | 2% | 1
> COC(=O)[C@@]1(Cc2ccc(F)cc2)[C@H]2c3cc(C(=O)N4CCCC4)n(Cc4ccc(S(C)(=O)=O)cc4)c3C[C@H]2CN1C(=O)c1ccccc1
 : nt | -10% | nt | nt | nt | -2% | -26
> CCOC(=O)Cn1c(=O)oc2cc(S(=O)(=O)NCCc3ccc(C)cc3)ccc21
 : 2% | 5% | 3% | ? | 10µM* | 1% | 23
> S=C(N/N=C/c1ccco1)NC1CC2CCC1C2 (centres undefined)
 : ? | 73%[activator] | -1% | ? | -34% | 9% | 7
> Cc1ccc(CNC(=O)C2CC(=O)N(C3CCCC3)C2)cc1 (centres undefined)
 : -6% | 23% | nt | -4% | -15% | -8% | ?
> CN1C(=O)/C(=C\c2cc(N=Nc3ccccc3)ccc2O)SC1=S
 : 1% | -3% | ? | 2% | -27% | ? | 36
> CCCCn1c(N)c(N(CC(C)C)C(=O)CSc2ccccc2C)c(=O)[nH]c1=O
 : 0% | -2% | nt | -12% | -17% | -3% | 1
> CCOc1ccccc1NC(=O)C(OC(=O)c1ccccc1)c1ccccc1 (centres undefined)
 : -4% | -2% | -6% | 0% | -20% | -14% | -27
> CCc1nnc(NC(=O)c2ccc(S(=O)(=O)N(CC)CC)cc2)s1
 : -14% | 11% | 5% | -2% | -14% | 6% | 38
> COc1ccc(OCC(=O)NCc2n[nH]c(=O)c3ccccc23)cc1
 : 0% | -12% | nt | 0% | -12% | 1% | 2
> COc1ccc(/C=C(/CC(=O)NCc2ccc(Cl)cc2)c2nc3ccccc3s2)cc1
 : 3% | -13% | -1% | 3% | 18µM* | 1% | ?
> COc1cccc(CNC(=O)c2ccc(NC(=O)C3CCCO3)cc2)c1 (centres undefined)
 : -3% | 0% | 0% | 1% | -11% | -9% | -1

Screening results (PubChem)
